Yeast eIF2B = eIF2B (yeast) activity modulation; S. cerevisiae eIF2B-epsilon R284H, GCN4-lacZ luminescence; inhibition, % at 25 µM (by protocol); hit rate 0.91% among 27,000;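 active = mutant luminescence inhibited past about 50% while wild type luminescence and mutant growth stay under set limits, limit read from the data; inconclusive = mutant versus wild type luminescence inhibition gap past a set limit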; note: some compounds called inactive have numbers as strong as hits
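System: Yeast eIF2B-epsilon R284H mutant carrying GCN4–beta-galactosidase fusion | Read-out basis: Percent inhibition, luminescence and growth | Compound: 25 µM single dose | Times: 16 h at 30 °C exposure | Measured by: Luminescence and A595 | Buffer or medium: YPD medium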
Yeast growth tox = Inhibits yeast growth, turbidity readout. S. cerevisiae wild-type growth, A595 turbidity, 16 h. growth inhibition, % at 25 µM (by protocol). hit rate 0.3% among 30,000. AID 685;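 active = mutant and wild-type yeast strains alike exhibit over 30% growth inhibition; inconclusive = a strain exceeds 50% while the second remains under 30%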;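 note: 0% = untreated cell controls and 100% = YPD media blanks without cells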
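Incubation: 16 h growth with compound, 30 °C; Material: S. cerevisiae wild-type or eIF2Bepsilon-R284H mutant strain; Signal: turbidity measured as absorbance at 595 nm; Medium: YPD yeast growth medium; Measure: growth inhibition (%) versus cell controls and blanks; Doses: 25 µM single dose.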
Yeast growth tox inhibition % = second read-out of Yeast growth tox, no call of its own (marks repeat the call); growth inhibition, %; S. cerevisiae eIF2Bepsilon-R284H mutant growth, A595 turbidity, 16 h;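 each compound tested once at 25 µM; 0% equals untreated cells and 100% equals cell-free medium blanks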
Yeast eIF2B mutant toxicity = also measured in Yeast eIF2B; calls as there; growth inhibition, %; measured here: mutant yeast growth, toxicity;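 each compound tested once at 25 µM; zero equals untreated control growth and 100 equals blank medium absorbance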
* = called active by the depositor; u = inconclusive; x = not tested or not shown.

SMILES	Yeast eIF2B	Yeast eIF2B mutant toxicity	Yeast growth tox	Yeast growth tox inhibition %
CCOCCCNC(=O)C(NC(=O)c1ccc2c(c1)OCO2)c1ccc(OC)cc1 (stereo unspecified)	23	-8	16	-8
CN(C)CCN1C(=O)C(O)=C(C(=O)c2cc3ccccc3o2)C1c1cccc(Br)c1 (stereo unspecified)	-29	x	-2	0
O=C(c1ccc(Br)cc1)N1CCCC1	26	-6	9	-6
CCOC(=O)N1C(=O)c2cc(OC)ccc2S1(=O)=O	-5	7	2	7
Cc1cc(F)ccc1S(=O)(=O)Nc1ccccc1C(=O)Nc1ccccc1N1CCOCC1	22	-7	-1	-7
COc1ccc(-c2nnc(SC(C)C(=O)Nc3nccs3)n2-c2ccccc2)cc1OC (stereo unspecified)	x	x	-15	0
Cc1ccc(CN2C3=NCCCN3c3ccccc32)cc1	33	-17	-11	-17
CC(C)(C)NC(=O)C(c1ccccc1)N(Cc1ccco1)C(=O)c1csnn1 (stereo unspecified)	1	11	20	11
Cn1c(=O)oc2cc(S(=O)(=O)NCCC(=O)N3CC=C(c4ccccc4)CC3)ccc21	19	-4	7	-4
CCOC(=O)c1sc(NC(=O)c2ccc(CC)s2)nc1C	x	x	-6	-14
CNC(=O)c1[nH]cnc1C(=O)Nc1ccccc1OC	14	-20	14	-20
CCNc1nc(Oc2ccc(=O)[nH]n2)nc(N2CCOCC2)n1	11	21	3	21
Cc1noc(/C=C/c2ccco2)c1S(=O)(=O)N1CCC(C(=O)NCc2ccco2)CC1	25	-7	9	-7
COc1ccccc1-c1cc(C(=O)NCCc2ccccc2)no1	x	x	-25	-21
S=c1[nH]nc(-c2cccnc2)n1-c1ccccc1	14	-4	15	-4
CCOC(=O)C1=C(C)NC2=C(C(=O)CC(C)(C)C2)C1c1ccsc1 (stereo unspecified)	10	-8	-2	-8
CCOC(=O)C1=C(C)N(C)C(=O)NC1c1ccc(C)s1 (stereo unspecified)	4	9	0	9
CCC1(C)Cc2c(sc3c2c(=O)n(C)c2nnc(SCCc4ccccc4)n32)CO1 (stereo unspecified)	-38	3	6	3
COc1ccc(N2CCN(c3oc(-c4ccccc4OC)nc3C#N)CC2)cc1	26	-11	-1	-11
CC12CCCCC1c1ccccc1C(=NCC(=O)O)N2 (stereo unspecified)	6	-4	21	-4

2 compounds from above, reduced to Yeast growth tox inhibition %, Yeast eIF2B and Yeast eIF2B mutant toxicity.
molecule | Yeast growth tox inhibition % | Yeast eIF2B | Yeast eIF2B mutant toxicity
CCC1(C)Cc2c(sc3c2c(=O)n(C)c2nnc(SCCc4ccccc4)n32)CO1 (stereo unspecified) | 3 | -38 | 3
COc1ccc(N2CCN(c3oc(-c4ccccc4OC)nc3C#N)CC2)cc1 | -11 | 26 | -11

Later entries.
SMILES	Yeast eIF2B	Yeast eIF2B mutant toxicity	Yeast growth tox	Yeast growth tox inhibition %
COc1ccc(S(=O)(=O)N2CCN(S(=O)(=O)c3ccc(C(F)(F)F)cc3)CC2)cc1C	16	-32	-9	-32
CC(=O)c1cccc(NC(=O)NCc2ccccn2)c1	17	x	x	x
O=C(NCCc1ccccc1)c1cccnc1N1CCCCCC1	x	x	16	-3
Cc1nc2sc(C(c3ccco3)N3CCC4(CC3)OCCO4)c(O)n2n1 (stereo unspecified)	-7	-12	2	-12
O=C(O)CCCCCNS(=O)(=O)c1c(Cl)cccc1Cl	20	-14	-2	-14
O=C(Nc1ccccc1)NC1(C(=O)NCc2ccc3c(c2)OCO3)CCCCC1	15	24	14	24
COc1cc(-c2nnc(-c3ccncc3)o2)ccc1OCc1ccccc1	-6	19	-23	19
Cc1ccc(CN2C(=O)CCC2C(=O)NCCN2CCOCC2)cc1 (stereo unspecified)	19	4	10	4
COC(=O)c1c[nH]n2c(=O)cc(C)nc12	8	9	12	9
COc1ccc(CC/C(=N\O)C2(O)CCCCC2)cc1	10	4	31	4
COc1cc(SC)ccc1C(=O)Nc1ccccc1	-35	14	21	14
COC(=O)Cc1c(C)nc2nc(NCc3ccccc3OC)[nH]n2c1=O	x	x	17	15
Cc1nc2cc(C(=O)O)ccc2n1C1CCCCC1	11	-4	8	-4
O=C(CNS(=O)(=O)c1ccc(F)cc1)N1CCN(c2ccc(F)cc2)CC1	x	x	-12	4
CC(=O)Nc1ccc(S(=O)(=O)N2CCN(CCCOc3cc(C)ccc3C)CC2)cc1	-4	4	-16	4
CCSc1nc(O)c(C2OC(=O)c3c2ccc(OC)c3OC)c(=O)n1CC (stereo unspecified)	23	26	10	26
CC(=O)Nc1nnc(SCc2ccccc2F)s1	-16	6	-8	6
Cc1ccc(C(=O)c2ccc([N+](=O)[O-])cc2)c(C)c1	x	x	16	5
CS(=O)(=O)N(CC(=O)NC1CCCCCC1)Cc1ccccc1	-11	-3	-1	-3
Nc1ccc2c(c1)C(=O)C(=O)c1ccccc1-2	x	x	38*	44*

Grouped by structure, the compounds so far containing two or more sulfur atoms (5)
SMILES	Yeast eIF2B	Yeast eIF2B mutant toxicity	Yeast growth tox	Yeast growth tox inhibition %
COc1ccc(-c2nnc(SC(C)C(=O)Nc3nccs3)n2-c2ccccc2)cc1OC (stereo unspecified)	x	x	-15	0
CCOC(=O)c1sc(NC(=O)c2ccc(CC)s2)nc1C	x	x	-6	-14
CCC1(C)Cc2c(sc3c2c(=O)n(C)c2nnc(SCCc4ccccc4)n32)CO1 (stereo unspecified)	-38	3	6	3
COc1ccc(S(=O)(=O)N2CCN(S(=O)(=O)c3ccc(C(F)(F)F)cc3)CC2)cc1C	16	-32	-9	-32
CC(=O)Nc1nnc(SCc2ccccc2F)s1	-16	6	-8	6

4 structures out of the list, arranged by formula weight, low to high.
SMILES	Yeast eIF2B	Yeast eIF2B mutant toxicity	Yeast growth tox	Yeast growth tox inhibition %
Nc1ccc2c(c1)C(=O)C(=O)c1ccccc1-2	x	x	38*	44*
Cc1nc2cc(C(=O)O)ccc2n1C1CCCCC1	11	-4	8	-4
COc1cc(SC)ccc1C(=O)Nc1ccccc1	-35	14	21	14
CS(=O)(=O)N(CC(=O)NC1CCCCCC1)Cc1ccccc1	-11	-3	-1	-3

Next section
SMILES	Yeast eIF2B	Yeast eIF2B mutant toxicity	Yeast growth tox	Yeast growth tox inhibition %
Cc1cc(=O)oc(C)c1C(=O)NCCCN1C(C)CCCC1C (stereo unspecified)	7	10	-7	10
COCC(C)NCc1cccc(OC)c1OC (stereo unspecified)	-15	5	1	5
Cc1ccc2nc3c(cc2c1)c(NC(=O)c1ccccn1)nn3CC(C)C	x	x	8	-3
CC12CCC(c3c(C(=O)Nc4nccs4)nn(-c4ccccc4)c31)C2(C)C (stereo unspecified)	1	8	-17	8
CCC(=O)Nc1ccc(NC(=O)CSc2nnnn2CC)cc1C	-1	5	16	5
CCCCNC(=O)COC(=O)c1cc(C)nc2ccccc12	x	x	5	-2
Cn1c(NC(=O)C2c3ccccc3Oc3ccccc32)cc(=O)n(C)c1=O	-19	5	-22	5
CC(=O)C(Sc1nc(N2CCOCC2)nc(N2CCOCC2)n1)C(=O)Nc1ccccc1 (stereo unspecified)	19	-4	-3	-4
Cc1nc(N)sc1-c1csc(Nc2ccccc2)n1	30	x	x	x
CCCCn1c(/N=C/c2ccc3c(c2)OCO3)nc2ccccc21	25	8	18	8
C=CCSc1nc2c(c(C3CC=CCC3)c1C#N)CCC2 (stereo unspecified)	9	-3	4	-3
OC(COCc1ccccc1)CN1CCN(c2ccccc2)CC1 (stereo unspecified)	-23	3	21	3
N#Cc1c(N2CCOCC2)nc(-c2ccco2)c2c1CCCC2	57*	x	-3	-3
CC1SC(c2ccc(Cl)cc2)NC1=O (stereo unspecified)	20	-4	3	-4
CCOc1cc(C)c(-c2onc(C(F)(F)F)c2-c2csc(C)n2)c(O)c1	x	x	-3	22
CCCc1nc2c(o1)CC(CC(C)SCC)CC2=O (stereo unspecified)	-13	-18	-8	-18
Cc1cc(C(C)(C)C)ccc1OCCn1ccnc1	12	5	1	5
CCS(=O)(=O)n1nc(-c2ccc(OC)cc2)nc1SC	-2	9	20	9
CCn1c(SCC(=O)N2CCCc3ccccc32)nnc1-c1c[nH]c2ccccc12	-8	x	x	x
C=C(Cl)COc1ccc2c(CCCC)cc(=O)oc2c1	x	x	-10	6
Clc1cccc(NCc2nnc(SCc3ccc(Cl)cc3Cl)o2)c1	0	15	12	15
CCCCC1C(C#N)=C(C)NC2=C1C(=O)CC(C)(C)C2 (stereo unspecified)	6	18	16	18
N#CC(c1ccccc1)c1ccc2c(C(F)(F)F)cc(C(F)(F)F)nc2n1 (stereo unspecified)	18	7	3	7
O=C(CSc1ncnc2c1oc1ccccc12)N1CCc2ccccc2C1	29	-38	-15	-38
Cn1c(=O)c2c(ncn2CC(=O)Nc2nc(-c3ccccc3Cl)cs2)n(C)c1=O	5	-14	-60	-14
O=C(CSc1nc(O)cc(=O)n1-c1ccccc1)NCc1ccccc1	21	-9	32	-9
Cc1sc2ncn3cnnc3c2c1C	19	-8	0	-8
Cc1ccc(N(C(C)C(=O)N2CCCCC2)S(C)(=O)=O)cc1C (stereo unspecified)	20	-5	-9	-5
CCn1c(C)c(C(C)=O)c(N2CCN(c3ccccn3)CC2)nc1=S	5	-2	5	-2
CCCC(=O)n1nc(-c2ccc(OC)cc2)nc1N	-1	-27	14	-27
Cc1cccc(NC(=O)c2ccc(COc3ccc(Cl)cc3Cl)o2)n1	x	x	7	3
CC(=NC1CCCCC1)C1=C(O)c2ccccc2C1=O	10	11	4	11
Cc1ccc(NC(=O)CN(C)S(=O)(=O)c2cccc3nsnc23)cc1	-3	7	18	7
O=C(Nc1cc(C(F)(F)F)ccc1N1CCOCC1)c1ccc[n+]([O-])c1	9	3	8	3
CCCCOc1ccc(S(=O)(=O)Nc2ccc(NC(C)=O)cc2)cc1	16	-9	-24	-9
CCCN1C2=NS(=O)(=O)CCN2c2ccccc21	19	9	5	9
CCN=C1NN=C(c2ccc(C)cc2)CS1	38	-5	-1	-5
CCCCN(C)S(=O)(=O)c1ccc(C(=O)Nc2nnc(-c3cccs3)o2)cc1	21	15	14	15
CC(OC(=O)CN1C(=O)C2CCCCC2C1=O)C(=O)Nc1ncc(Cl)cc1Cl (stereo unspecified)	x	x	19	15
CC1CCC2(CC1)NC(=O)c1ccccc1O2 (stereo unspecified)	24	8	9	8
Cc1cc2n(n1)C(c1ccccc1Cl)Nc1ccccc1-2 (stereo unspecified)	-11	12	9	12
C(#Cc1ccc(C#CCN2CCOCC2)cc1)CN1CCOCC1	-11	3	6	3
CCC(C)N(CC(=O)NCc1ccc(OC)cc1)C(=O)c1csnn1 (stereo unspecified)	20	2	14	2
CC(C)(C)NC(=O)NC(=O)COC(=O)c1ccco1	-43	13	-5	13
CN=C1SC(CC(=O)Nc2cccc(C(F)(F)F)c2)C(=O)N1C (stereo unspecified)	x	x	3	3
COc1cccc(CN(CC2CCCO2)S(=O)(=O)c2ccc(S(=O)(=O)NCC3CCCO3)cc2)c1OC (stereo unspecified)	-8	-12	-6	-12
COCCCNC(=O)CN1C(=O)c2ccccc2C1=O	-7	7	-10	7
CCOc1ccc(Cn2c(O)cc(=O)[nH]c2=O)cc1	-4	8	-8	8
C=CCOC(=O)C1=C(C)NC(SCC(=O)N(CC)CC)=C(C#N)C1c1ccccc1 (stereo unspecified)	-10	4	-2	4
Cc1cccc(NC2=NC3(CCCCC3)N=C(N)N2)c1	11	-19	11	-19
Next compounds.
SMILES	Yeast eIF2B	Yeast eIF2B mutant toxicity	Yeast growth tox	Yeast growth tox inhibition %
O=C(NCc1ccc2c(c1)OCO2)c1ccc(S(=O)(=O)NCC2CCCO2)cc1 (stereo unspecified)	14	3	-1	3
Cc1nc2ncccn2c1-c1csc(NCc2ccco2)n1	-8	-5	1	-5
C=CCOC(=O)C1=C(C)Nc2[nH]c(=O)[nH]c(=O)c2C1c1cccc(OC)c1 (stereo unspecified)	13	-14	-7	-14
O=C1c2ccccc2C(=O)N1CCCc1nc(-c2ccccc2)no1	-17	-6	2	-6
Cc1cc(Cl)c(S(=O)(=O)Nc2ccc3c(c2)OCO3)cc1OCC(=O)NC1CCCCC1	21	11	17	11
CC(C)C(=O)Nc1nnc(Cc2ccccc2)s1	31	7	7	7
CCOc1ccc(NC(=O)c2ccncc2)cc1	-8	x	x	x
COC(=O)c1cnc2c(C(F)(F)F)cccc2c1OC	9	14	18	14
COc1ccc(C2=[N+]([O-])C(C)(C)N(O)C2C)cc1 (stereo unspecified)	10	-14	3	-14
C=CCNC(=O)C(=O)c1cccn1-c1ccsc1C(=O)OC	29	10	25	10
CCCCNC(=O)C1c2ccccc2C(=O)N(c2ccc(OC)cc2)C1c1ccc(OC)cc1 (stereo unspecified)	x	x	10	10
COc1ccc(OC)c(NC(=O)C(CC(=O)O)Cc2ccc(Cl)cc2)c1 (stereo unspecified)	-41	5	4	5
CCOC(=O)Cc1csc(NC(NC(=O)CC)(C(F)(F)F)C(F)(F)F)n1	u	x	-13	11

A portion of the library; the hit share may differ from the screen's.
